# Compound activity (PubChem BioAssay)
# TLR9-MyD88 block: blocks human TLR9 binding to MyD88; CHO BLA complementation TLR9-MyD88, CCF4 FRET ratio; Q9NR96+Q99836; inhibition, % at 4.98 µM; 340,000 tested, 0.21% active;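 active = inhibition above the mean over all tested compounds plus 3 SD, cut at about 21% in these data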;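 also: 0% = DMSO only wells and 100% = clavulanate BLA inhibitor control wells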
# ABHD5-PLIN5 inh: inhibitors of human ABHD5-perilipin-5 interaction | Q00G26+Q8WTS1 | Split G. princeps luciferase complementation, luminescence, 4 h | inhibition, % at 4 µM | 360,000 tested, 0.78% active;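 active = inhibition above the mean inhibition across every tested compound plus 3 SD, cut at about 22% in these data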;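 also: 0% = DMSO only wells and the 100% control is not disclosed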
# NCOA3 inh: inhibitors of human steroid receptor coactivator 3 (SRC3) | AID 588352 | HEK293 GAL4-SRC3 luciferase reporter, luminescence | inhibition, % at 3.6 µM | Q9Y6Q9 | 360,000 tested, 0.17% active;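 active = inhibition above a per-campaign cutoff, the mean of all compounds plus 3 SD, cut at about 60% in these data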;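 also: 0% = DMSO-treated cells and 100% = gossypol-treated cells at 36 µM; higher means less SRC3-driven luciferase light from the GAL4 reporter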
# TWEAK-Fn14 inh: TWEAK-Fn14 signaling inhibition | TWEAK-stimulated Fn14 reporter cells, luciferase luminescence, 8 h | inhibition, % at 10 µM | 360,000 tested, 2% active; in the data active = inhibition above about 50%
# COUP-TFII inh: inhibitors of human COUP-TFII (NR2F2) | P24468 | HEK293T NGFI-A luciferase reporter, luminescence | inhibition, % at 8.6 µM | 370,000 tested, 0.7% active | AID 686940;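 active = inhibition above a per-plate cutoff, mean inhibition of test wells between control levels plus 3 SD, cut at about 38% in these data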;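 also: cells cotransfected with COUP-TFII expression vector driving the NGFI-A reporter; 0% = median of COUP-TF2 test wells and 100% = reporter-only cells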
# TROY NFkB inh: inhibitors of TROY-dependent NF-kB signaling. Q293 LMP1-TROYcd NF-kB luciferase reporter, 4 h. inhibition, % at 10 µM. 360,000 tested, 0.98% active. AID 1347056;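 active = compounds whose plate-normalised and pattern-corrected inhibition of the luciferase reporter signal at the single screening dose is 50% or more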
# NCOA1 inh: inhibits human SRC1 coactivator; HEK293 GAL4-SRC1 luciferase reporter, luminescence; inhibition, % at 3.6 µM; 360,000 tested, 0.12% active;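 active = inhibition above the campaign mean plus 3 SD, with each screening campaign given its own cutoff, cut at about 60% in these data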;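 also: 0% = DMSO treated cells and 100% = gossypol at 36 µM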
# Target sequence (Q15788 whole entry, looked up, the tested form may be a part): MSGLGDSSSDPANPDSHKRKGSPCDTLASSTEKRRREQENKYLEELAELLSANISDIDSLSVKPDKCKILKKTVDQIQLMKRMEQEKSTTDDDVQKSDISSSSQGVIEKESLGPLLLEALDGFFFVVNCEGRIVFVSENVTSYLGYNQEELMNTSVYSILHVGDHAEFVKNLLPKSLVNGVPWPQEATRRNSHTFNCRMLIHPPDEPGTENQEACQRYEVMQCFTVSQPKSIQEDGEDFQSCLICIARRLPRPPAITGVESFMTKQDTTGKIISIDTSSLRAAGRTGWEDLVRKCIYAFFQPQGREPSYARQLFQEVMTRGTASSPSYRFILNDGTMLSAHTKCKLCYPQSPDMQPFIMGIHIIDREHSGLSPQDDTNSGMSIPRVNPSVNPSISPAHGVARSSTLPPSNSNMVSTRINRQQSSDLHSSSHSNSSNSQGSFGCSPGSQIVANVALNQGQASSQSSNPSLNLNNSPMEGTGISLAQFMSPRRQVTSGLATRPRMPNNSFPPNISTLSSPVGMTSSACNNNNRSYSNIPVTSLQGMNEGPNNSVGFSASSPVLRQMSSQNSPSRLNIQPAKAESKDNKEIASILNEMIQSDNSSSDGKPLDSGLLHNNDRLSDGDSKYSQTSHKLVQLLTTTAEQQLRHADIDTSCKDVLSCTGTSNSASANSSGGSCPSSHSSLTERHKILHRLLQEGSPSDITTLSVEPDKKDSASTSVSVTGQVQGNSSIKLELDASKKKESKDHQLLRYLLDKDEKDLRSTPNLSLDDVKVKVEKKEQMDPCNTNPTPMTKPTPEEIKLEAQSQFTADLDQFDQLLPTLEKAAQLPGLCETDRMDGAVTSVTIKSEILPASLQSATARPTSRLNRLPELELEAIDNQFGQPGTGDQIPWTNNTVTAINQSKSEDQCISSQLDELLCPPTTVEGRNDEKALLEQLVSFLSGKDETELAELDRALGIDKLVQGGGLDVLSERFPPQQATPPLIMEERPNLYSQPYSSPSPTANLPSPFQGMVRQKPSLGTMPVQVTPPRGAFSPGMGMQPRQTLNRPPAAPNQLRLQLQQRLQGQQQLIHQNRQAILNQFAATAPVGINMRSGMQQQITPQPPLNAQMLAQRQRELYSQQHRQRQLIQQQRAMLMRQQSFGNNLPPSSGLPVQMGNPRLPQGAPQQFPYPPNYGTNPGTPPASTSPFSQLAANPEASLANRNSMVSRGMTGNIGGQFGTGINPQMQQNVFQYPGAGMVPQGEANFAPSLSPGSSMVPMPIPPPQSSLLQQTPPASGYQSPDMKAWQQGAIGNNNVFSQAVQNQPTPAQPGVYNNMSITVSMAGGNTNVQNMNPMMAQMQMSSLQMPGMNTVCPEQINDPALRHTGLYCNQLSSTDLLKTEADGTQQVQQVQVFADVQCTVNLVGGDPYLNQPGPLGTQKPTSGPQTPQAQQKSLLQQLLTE
# SRC2 inh: inhibits human steroid receptor coactivator 2; Q15596; HEK293 GAL4-SRC2 luciferase reporter, luminescence; inhibition, % at 9 µM; 370,000 tested, 0.17% active; AID 651957;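 active = inhibition above the mean inhibition of all tested compounds plus 3 SD, set per campaign, cut at about 52% in these data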;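 also: 0% = DMSO treated cells and 100% = cells given Gossypol at 36 µM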
# LRH-1 inv ag: NR5A2 inverse agonism in reporter assay; 360,000 tested, 0.13% active; inhibition, % at 3.6 µM; O00482; HEK293T StAR-luciferase reporter, LRH-1 transfected, 24 h;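 active = inhibition above the mean inhibition of all tested compounds plus 3 SD, cut at about 73% in these data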;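 also: 0% = DMSO wells and 100% = reporter-only cells lacking LRH-1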
# NOD2 RIPK2 PPI: blocks binding of human NOD2 to RIPK2. O43353. 360,000 tested, 0.38% active. AID 624267. CHO BLA complementation NOD2-RIPK2, CCF4 ratio. inhibition, % at 4.98 µM; in the data active = inhibition above about 21%;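 also: 0% = vehicle only and 100% = reference blocker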
# Granule exo inh: lytic granule exocytosis inhibition; TALL-104 LAMP-1 surface exposure, flow cytometry; cells stimulated with thapsigargin and PMA; inhibition, % at 10 µM; 360,000 tested, 0.66% active; AID 651702;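 active = inhibition above about 55%, limit read from the data; inconclusive = no clear call, values can overlap the other calls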
# The depositor's hits bear a star; u = inconclusive; x = no result given.
# Every second line gives: Granule exo inh	NCOA3 inh	TWEAK-Fn14 inh	SRC2 inh	NCOA1 inh	TROY NFkB inh	NOD2 RIPK2 PPI	TLR9-MyD88 block	COUP-TFII inh	LRH-1 inv ag	ABHD5-PLIN5 inh
- O=C(NC(=S)NC1CCCCC1)c1ccc(F)cc1
 : -1	-43	-36	-30	-76	-75	0	8	-24	-74	-12
- CCN(CC)S(=O)(=O)c1ccc(/C=C/C(=O)OCC(=O)c2c(N)n(C)c(=O)n(C)c2=O)cc1
 : 2	-15	15	-14	-6	21	6	3	-3	3	4
- Cc1ccc([N+](=O)[O-])cc1NC(=O)C1CCN(S(C)(=O)=O)CC1
 : 0	13	20	-24	-30	14	0	-12	15	4	5
- CCOCCCNc1nc2c(C)cccn2c(=O)c1/C=C1\SC(=S)N(CC(C)C)C1=O
 : -2	13	-51	-2	-20	2	-9	-2	3	-13	9
- CN(CC(=O)NCC1CCCO1)S(=O)(=O)c1cc(Cl)ccc1Cl (stereo unspecified)
 : -2	-7	-9	3	-3	3	6	6	7	2	-2
- O=S(=O)(c1ccccc1)N1CCCC1c1nc2ccccc2s1 (stereo unspecified)
 : 0	11	3	3	-8	12	-1	1	13	16	-6
- N/C(=N\OC(=O)Cc1cccs1)c1ccc(Br)cc1
 : 5	-6	-29	-18	-17	-62	-1	0	-8	-27	-2
- CC(C)(CO)N1CCN(C(=S)Nc2ccccc2)CC1
 : 0	-19	27	7	1	39	-1	-8	-5	7	-5
- Nc1c(Cl)cc(C2=NCCn3nc4ccccc4c32)cc1Cl
 : -2	-17	-8	0	-6	-17	-2	4	-20	39	7
- CCOc1ccc(S(=O)(=O)N2CCN(C(=O)c3cc(S(=O)(=O)N4CCOCC4)ccc3C)CC2)cc1
 : 1	-13	-31	-9	-37	-6	10	7	-1	-19	-10
- Cc1ccc(Cn2nc(C)c(NC(=O)CSc3nc4c(c(C(F)(F)F)n3)CCc3ccccc3-4)c2C)cc1
 : 4	20	11	9	2	-3	-6	-16	9	-5	-1
- c1cc(-c2ccc(CN3CCOCC3)cc2)n2ccnc2c1
 : -2	-1	-8	-16	-1	0	-8	x	0	6	-1
- CCN(C(=O)c1cccnc1SC)C12CC3CC(CC(C3)C1)C2
 : -5	19	8	6	2	14	2	-6	1	-8	0
- COc1ccc(CCNC(=O)COc2ccc(S(=O)(=O)N3CCOCC3)cc2)cc1
 : -11	14	-7	-8	-6	6	0	-4	-10	16	5
- CCCn1cc(S(=O)(=O)c2ccccc2)c(=O)c2cc(OCC)ccc21
 : 4	-39	-19	-9	0	-3	-3	-13	-1	-3	14
- Nc1nonc1C(=O)NCCc1ccccc1
 : -2	-28	-14	-27	-20	-10	1	2	-7	-31	-12
- O=C(Cc1c(F)cccc1Cl)N1CCOCC1
 : -2	5	1	12	-20	-7	-12	-11	-30	-17	6
- Cc1[nH]c(=O)c(C(=O)c2cc(Cl)ccc2O)cc1C(=O)O
 : -2	-18	-20	7	-17	13	-1	x	-21	7	3
- COc1ccc(C(=O)NC(=S)Nc2ccc3c4c(cccc24)CC3)cc1OC
 : -4	24	-19	-14	7	-14	2	0	-2	-8	10
- COCCNCC(=O)N1CCCCCC1
 : -1	13	-19	-35	16	9	-12	-1	-8	17	2
- Nc1nonc1-n1nnc(C(=O)N/N=C/c2ccc(Cl)cc2Cl)c1CN1CCOCC1
 : -10	9	-4	1	0	15	-7	4	-5	-8	-6
- COc1ccc(NC(=O)Nc2ccc(OC)cc2)cc1
 : 2	-82	4	-21	-56	-46	-7	-5	-17	-80	-1
- CC/C=C(/NC(C)=O)c1ccccc1
 : -4	7	10	-2	3	6	-8	-5	8	-16	1
- COc1ccc(C)cc1NS(=O)(=O)c1ccc2c(c1)CCN2C(C)=O
 : -9	2	1	11	9	12	-4	4	-7	-11	0
- Cc1c(Br)c([N+](=O)[O-])nn1CC(=O)Nc1cccc2nonc12
 : -7	1	-16	7	-6	-7	-9	5	6	-21	-4
- O=C(CNC(=O)c1ccc(OC(F)F)cc1)Nc1cccc(S(=O)(=O)N2CCCC2)c1
 : 2	-15	3	-32	-3	-12	4	4	-4	-16	1
- COCCNc1nc(N)c([N+](=O)[O-])c(Nc2ccc(F)cc2)n1
 : -14	-3	6	-19	-5	-6	-4	3	19	4	3
- CCC(C)C(NC(=O)OC(C)(C)C)C(=O)NC(CC(C)C)C(N)=O (stereo unspecified)
 : 1	6	10	-7	0	1	-5	0	-4	9	0
- N#CC1=C(N)OC2=C(C(=O)CCC2)C1C1CC=CCC1 (stereo unspecified)
 : 3	13	25	-17	11	14	-2	1	-6	-13	2
- Cc1ccc2nc(NCC(=O)NN)nc(-c3ccccc3)c2c1
 : -9	1	14	-6	1	-9	-2	-2	23	10	1

# Going on with the list:
# Every second line gives: Granule exo inh	NCOA3 inh	TWEAK-Fn14 inh	SRC2 inh	NCOA1 inh	TROY NFkB inh	NOD2 RIPK2 PPI	TLR9-MyD88 block	COUP-TFII inh	LRH-1 inv ag	ABHD5-PLIN5 inh
- COc1ccc(CN(C)C(=O)c2ccccc2OCc2c(C)noc2C)c(OC)c1
 : -16	-5	-14	-3	-14	2	-5	3	-4	-24	-1
- O=[N+]([O-])c1ccccc1Sc1nccn1Cc1ccccc1
 : -6	-12	-18	0	3	-8	8	3	28	-5	-2
- Cc1cc(NC(=O)C23CC4CC(C2)CC(n2cnc([N+](=O)[O-])n2)(C4)C3)no1
 : -8	6	4	-22	-5	-3	7	-15	-16	7	2
- O=C(CC1S/C(=N/N=C/c2cccs2)NC1=O)Nc1ccc(Cl)c(Cl)c1 (stereo unspecified)
 : 2	15	-4	-9	0	16	-6	9	3	14	8
- Cc1c(C(=O)N/N=C/c2cccs2)nnn1-c1nonc1N
 : -9	-6	-5	-39	-19	-42	-5	7	-29	-15	-9
- CC(=O)c1ccc(OCC(O)CN2CCN(CC(O)COc3ccc(C(C)=O)cc3)CC2)cc1 (stereo unspecified)
 : 0	9	-7	-35	1	-2	-10	-4	7	10	-3
- CC(=O)c1cccc(NC(=O)N2CC(C)OC(C)C2)c1 (stereo unspecified)
 : -1	-5	15	-2	-6	-9	-1	-5	-12	-10	3
- CC(C)Cc1ccc(CN2CCCC(NC(=O)Cn3cnnn3)C2)cc1 (stereo unspecified)
 : 12	4	2	-16	-31	26	-7	6	2	-4	5
- CC1=CC(C)C(=O)N(CCN2CCOCC2)C(C)=C1 (stereo unspecified)
 : -6	3	-3	-19	-10	-6	-15	-6	0	-11	3
- COc1cccc(C(=O)NC(Cc2ccccc2)c2ccc3c(c2)OCCCO3)c1 (stereo unspecified)
 : 0	16	9	-14	-9	13	8	-5	14	-4	-13
- CC(=O)c1c(C)[nH]c(C(=O)OCC(=O)Nc2cc(Cl)ccc2[N+](=O)[O-])c1C
 : 9	18	88*	21	-18	70*	-7	0	-12	32	-3
- Cn1c2c(c(=O)c3ccccc31)CCC(C)(C)O2
 : 4	12	-2	-1	-17	1	-3	-2	3	-7	2
- CCCCOc1ccc(-c2csc(N)n2)cc1[N+](=O)[O-]
 : -1	-71	-12	-46	-113	-51	-2	-1	-62	-131	-5
- Cc1cc(=O)oc2c3c(cc(OCC(=O)NCc4ccccn4)c12)OC(C)(C)CC3
 : 4	8	-4	-17	-12	-7	-3	6	9	-5	7
- CCc1cc(C(=O)N(CC(C)C)c2c(N)n(Cc3ccccc3)c(=O)[nH]c2=O)sc1C
 : -5	16	7	-24	2	2	-3	-8	-8	3	-7
- O=C1c2cccc3cccc(c23)C(=O)N1CCN1CCN(CC(O)COc2ccc3ccccc3c2)CC1 (stereo unspecified)
 : u	-36	6	5	6	-2	-1	7	-3	-1	13
- O=C(CCn1cccc1)NCc1ccccc1
 : 1	18	10	-13	-11	12	-8	-4	7	8	-4
- COc1ccc(OC(=O)N2C/C(=C/c3ccccc3)C(=O)/C(=C\c3ccccc3)C2)cc1
 : 62*	21	90*	19	0	17	-1	-2	20	4	75*
- C=CCNc1nc(-c2sc(NC(C)=O)nc2C)cs1
 : -4	-28	-1	-21	-53	-26	-6	1	-36	13	-37
- COc1cc(C2c3cc4c(cc3CC3COC(=O)N32)OCO4)cc(OC)c1OC (stereo unspecified)
 : -7	4	-5	12	5	21	3	-2	-39	12	0
- COc1ccccc1CNC(=O)CN1C(=O)c2ccc([N+](=O)[O-])cc2C1=O
 : -12	-32	36	21	-17	-3	-9	5	-31	3	0
- CCOC(=O)CNC(=S)N(CCCN1CCCCCC1)Cc1cccs1
 : 0	12	-4	-4	4	10	3	0	8	7	6
- COC(=O)c1ccc(CSc2nc(C(F)F)cc(C)c2C#N)o1
 : 6	-9	-20	1	17	40	-7	-8	18	-39	6
- CC(Sc1ccccc1)C(=O)NNC(=O)c1ccncc1 (stereo unspecified)
 : 1	-18	3	2	6	-4	-7	-7	8	15	21
- CCOC(=O)COc1ccc(Br)cc1C1NC(=O)NC(C)=C1C(=O)NCc1ccccc1 (stereo unspecified)
 : -6	1	-10	4	10	-5	-10	3	7	-4	5
- COC(=O)C[C@H]1C=C[C@@H](NS(=O)(=O)c2ccc(C)cc2)[C@@H](CO)O1
 : 6	x	x	-12	x	x	-3	x	-1	-10	-11
- Nc1ccc(-c2nnc(-c3ccc(N)cc3)o2)cc1
 : -4	-107	-8	-50	-80	-55	5	6	-72	-103	-4
- CCOC(=O)CSc1nnc(-c2ccncc2)o1
 : 3	5	6	-18	-8	-5	5	-5	-10	12	3
- O=C(NC12CC3CC(CC(C3)C1)C2)C12CC3CC(C1)CC(n1cnc(Cl)n1)(C3)C2
 : -2	1	13	9	-13	-31	-3	-16	-3	4	-6
- S=c1[nH]c2ccc3ccccc3c2[nH]1
 : -1	-10	-7	14	-18	-2	-7	1	12	0	1

# The results go on:
# Every second line gives: Granule exo inh	NCOA3 inh	TWEAK-Fn14 inh	SRC2 inh	NCOA1 inh	TROY NFkB inh	NOD2 RIPK2 PPI	TLR9-MyD88 block	COUP-TFII inh	LRH-1 inv ag	ABHD5-PLIN5 inh
- CC(=O)N1CCSc2ccc(S(=O)(=O)N3CCC(C)CC3)cc21
 : -1	20	10	11	13	4	4	-5	21	3	-8
- CCCS(=O)(=O)c1nc(S(=O)(=O)c2ccc(C)cc2)c(NCc2ccc3c(c2)OCO3)s1
 : -2	-6	-7	0	3	-17	-1	-13	-11	-5	3
- Cc1c(Cl)cccc1NC(=O)CNC(=O)c1ccccc1F
 : 1	10	-1	-18	-6	7	-3	1	-7	2	4
- CCNc1nc(NCC)nc(-n2nc(C)cc2C)n1
 : 2	0	-14	12	-30	-9	1	-9	18	0	0
- COCCCNC(=O)CCc1ccccc1
 : 2	6	2	1	0	10	-1	-3	-11	12	0
- CCCOc1ccc(/C=N/NC(=O)CN(c2ccc(OCC)cc2)S(C)(=O)=O)cc1
 : 3	17	1	5	11	2	-4	6	1	13	1
- Cc1cccc(N(CC(=O)NC2CCCC2)C(=O)CCC(=O)Nc2cc(C)on2)c1
 : -2	-11	20	-7	6	6	-5	5	-3	-2	-5
- CC1C(=O)N(Cc2cn(Cc3ccco3)nn2)CCS(=O)(=O)N1Cc1ccc(-c2ccncc2)cc1 (stereo unspecified)
 : -2	-16	8	-7	1	-11	5	-2	3	0	7

# This is a subset. The share of hits here may be higher or lower than overall.
